Lmaj promast: reduces viability of Leishmania major promastigotes | resazurin fluorescence viability | inhibition, % at 10 µM | actives 9% (n = 200,000) | AID 1063; in the data active = inhibition above about 50%;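 note: promastigotes grown with compound for 44 hours at 28 °C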
PMI act hi M6P: activators of human phosphomannose isomerase at near-saturating mannose 6-phosphate | P34949 | coupled PMI enzyme assay, resazurin fluorescence, 20 min; stronger effect = higher value; 1 = untreated enzyme, 0 = substrate-free blank | activation factor at 20 µM | actives 0.34% (n = 190,000);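 active = activation factor of 2 or more at 20 µM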
Target sequence (P34949 whole entry, looked up): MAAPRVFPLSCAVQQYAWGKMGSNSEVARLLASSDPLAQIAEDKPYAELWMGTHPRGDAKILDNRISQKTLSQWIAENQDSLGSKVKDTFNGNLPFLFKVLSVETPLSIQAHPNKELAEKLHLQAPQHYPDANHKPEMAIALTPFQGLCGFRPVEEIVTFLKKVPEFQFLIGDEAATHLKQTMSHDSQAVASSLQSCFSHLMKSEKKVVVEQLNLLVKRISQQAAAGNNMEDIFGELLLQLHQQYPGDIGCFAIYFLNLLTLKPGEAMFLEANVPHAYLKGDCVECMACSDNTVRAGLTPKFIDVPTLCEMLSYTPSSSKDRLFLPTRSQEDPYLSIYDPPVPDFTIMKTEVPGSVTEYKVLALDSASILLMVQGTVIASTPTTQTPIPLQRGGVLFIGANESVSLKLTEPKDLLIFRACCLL
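test system = human PMI in coupled enzyme assay | medium = HEPES-buffered pH 7.4 with magnesium and detergent | also added = 1.0 mM mannose-6-phosphate substrate with 0.22 mM NADP+ | compound = 20 µM single dose | times = 20 min incubation at room temperature | measured by = resorufin fluorescence (Ex 544/Em 590 nm) from resazurin via diaphorase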
PMI act: increases human mannose-6-phosphate isomerase activity. P34949. purified human PMI, coupled resazurin fluorescence, 20 min; stronger effect = higher value; 1 = vehicle control, 0 substrate-free wells. activation factor at 20 µM. actives 0.005% (n = 190,000). AID 1214;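 active = activation factor of 2 or more at 20 µM, relative to plate controls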
TNAP inh hi DEA: inhibitors of human TNAP at high phosphate acceptor concentration; P05186; actives 0.03% (n = 200,000); purified TNAP, CDP-star luminescence, 1 M DEA; inhibition, % at 20 µM;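 active = over 50% inhibition of tissue-nonspecific alkaline phosphatase at 20 µM in the single-dose screen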;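 note: plate controls were DMSO wells for no effect and EDTA-quenched wells as full inhibition for full effect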
Target sequence (P05186 whole entry, looked up): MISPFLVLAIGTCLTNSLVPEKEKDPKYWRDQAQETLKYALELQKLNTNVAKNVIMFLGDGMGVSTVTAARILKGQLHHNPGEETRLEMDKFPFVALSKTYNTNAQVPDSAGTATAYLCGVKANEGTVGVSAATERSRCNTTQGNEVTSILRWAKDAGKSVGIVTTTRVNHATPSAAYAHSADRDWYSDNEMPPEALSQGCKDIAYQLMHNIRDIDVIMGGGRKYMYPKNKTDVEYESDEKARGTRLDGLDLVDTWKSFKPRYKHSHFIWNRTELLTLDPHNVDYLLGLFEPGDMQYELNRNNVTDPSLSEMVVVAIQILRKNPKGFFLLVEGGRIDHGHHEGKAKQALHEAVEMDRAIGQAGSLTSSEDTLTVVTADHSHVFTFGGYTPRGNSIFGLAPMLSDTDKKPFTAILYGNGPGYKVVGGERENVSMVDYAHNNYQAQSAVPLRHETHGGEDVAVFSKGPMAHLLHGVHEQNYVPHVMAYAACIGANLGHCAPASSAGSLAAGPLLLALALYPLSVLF
Diaphorase inh: diaphorase inhibition or chemical oxidation counter-screen; diaphorase resazurin-to-resorufin fluorescence, NADH, 16 min; bacterial (C. kluyveri) enzyme, not human; inhibition, % at 20 µM; actives 0.69% (n = 190,000); AID 1217;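 active = primary screen inhibition at 20 µM above a set limit, cut at about 50% in these data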;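 note: plate controls were DMSO with full reaction for no effect and wells lacking NADH for full effect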
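Test system: Clostridium kluyveri diaphorase enzyme / Quantity: diaphorase at 0.14 U/mL in enzyme working solution / Incubation: 16-min room-temperature incubation before reading / Benchmarks: NADH-free wells as positive control, DMSO-only neutral wells / Signal: resorufin fluorescence 544/590 nm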
bIAP act: intestinal alkaline phosphatase (bovine) activation; activation factor at 20 µM; purified bovine IAP, CDP-star luminescence, 30 min; stronger effect = higher value; fold of DMSO-control signal, blank-subtracted; actives 0.17% (n = 200,000);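 active = activation factor of 2 or more at 20 µM, a signal rise over negative controls twice the positive control's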
Diaphorase act: diaphorase activation or chemical reduction counter-screen | activation factor at 20 µM | AID 1229 | Diaphorase/resazurin coupled assay, resorufin fluorescence, 16 min; stronger effect = higher value; 1 = vehicle wells, 0 = NADH-free wells | actives 0.005% (n = 190,000);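 active = diaphorase activity raised at least twofold by the compound at 20 µM; inactive = activation factor below 2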
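Material: bacterial diaphorase enzyme (C. kluyveri); amount: enzyme 0.07 U/mL final; reagent: NADH substrate 0.114 mM plus resazurin dye 0.1 mM, final; doses: single compound dose of 20 µM, 1% DMSO final; timing: 16 min enzyme reaction, ambient temperature; measured by: fluorescence of resorufin, 544 nm excitation, 590 nm emission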
TNAP inh no acc: TNAP (human) inhibition, acceptor-free conditions; inhibition, % at 20 µM; actives 0.26% (n = 200,000); purified TNAP, CDP-star luminescence, 30 min;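 active = tissue-nonspecific alkaline phosphatase inhibition above about 50% at 20 µM in the single-dose screen, limit read from the data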;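 note: 0% = DMSO negative control and 100% = EDTA positive control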
bIAP inh: intestinal alkaline phosphatase (bovine) inhibition | purified bovine IAP, CDP-star luminescence, 30 min | inhibition, % at 20 µM | 190,000 tested, under 10 active;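 active = over 50% inhibition of intestinal alkaline phosphatase at 20 µM in the single-dose screen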
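System: Purified bovine intestinal alkaline phosphatase (IAP) enzyme | Input: IAP diluted 1/65,000,000 in the well | Also added: CDP-star chemiluminescent phosphatase substrate, 30 µM final | Dosing: 20 µM single dose | Times: Enzyme reaction for 30 min at room temperature | Detection: Luminescence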
TNAP act hi DEA: TNAP (human) activation, high acceptor; purified TNAP, CDP-star luminescence, 1 M DEA, 30 min; stronger effect = higher value; 0 = EDTA background, 1 = DMSO-only activity; activation factor at 20 µM; 200,000 tested, under 10 active; AID 1136;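 active = activation factor at least 2 at 20 µM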
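system = human TNAP | amount = enzyme diluted 1/800 final | reagent = 100 µM CDP-star substrate | signal = luminescent substrate turnover signal | dosing = one dose, 20 µM | benchmarks = EDTA negative control, DMSO positive control | measure = activation factor | timing = 30 min reaction, room temperature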
* = called active by the depositor; . = not tested or not shown.

SMILES	Lmaj promast	PMI act hi M6P	PMI act	TNAP inh hi DEA	Diaphorase inh	bIAP act	Diaphorase act	TNAP inh no acc	bIAP inh	TNAP act hi DEA
CCn1c(Cc2c(C)[nH]c3ccccc23)nnc1SCC(=O)NCc1ccccc1	-5	1	1	-6	8	1	0.9	-9	-2	1.1
CCOC(=O)N1CCN(CC(O)COc2ccc(OC)cc2C(C)(C)C)CC1 (configuration not stated)	59*	1	1.1	0	11	0.8	0.9	-8	21	1
COC(=O)C1C(=O)C2=C(CC1C)NC(C)=C(C(=O)OC(C)C)C2c1ccc(C)o1 (configuration not stated)	2	1	1	-5	14	1	0.9	-12	0	1.1
CC1(C)C(=O)C2(CCCCC2)C(=O)OC1c1cccs1 (configuration not stated)	8	1.5	0.9	0	11	0.9	0.9	-6	6	1
Cc1cc(C=O)c(C)n1-c1ccc(N2CCCCC2)c([N+](=O)[O-])c1	42	1.1	1.1	2	7	0.9	0.9	6	9	1
CN1C(c2ccc(F)cc2)=CS/C1=C(/C#N)c1nnc(N2CCOCC2)n1-c1ccccc1	56*	1.1	1.1	0	16	0.9	0.8	-6	7	1
Cc1cccc(C2CC(c3ccccc3)Nc3ncnn32)c1 (configuration not stated)	-8	1	1.1	-10	10	1	0.9	4	-1	1.1
O=C(C1=C[C@@H](c2ccccc2)C[C@@H](OCc2ccc(CO)cc2)O1)N1CCOCC1	-5	1	0.9	-1	15	1	0.9	-8	-2	1
Cc1cnc(-c2nnc(N(C)C(=O)C3CCOC3)s2)cn1 (configuration not stated)	-1	1	1	-4	0	0.9	1	-3	10	1
O=C(/C(=C/c1ccccc1)c1ccccc1)N1CCCCC1	0	1	0.9	-3	4	0.9	1	-5	7	1
CCc1ccc2c(c1)[C@H]1OCC[C@H]1[C@@H](c1cccs1)N2	1	0.9	0.9	-4	7	0.9	0.9	-7	12	1
COC(=O)COc1ccc(S(=O)(=O)Nc2ccccc2SC)cc1	-1	1.1	1.1	-5	9	0.9	0.9	-10	9	1.1

Profiles as entered above:
COC(=O)COc1ccc(S(=O)(=O)Nc2ccccc2SC)cc1 reads Lmaj promast: -1; PMI act hi M6P: 1.1; PMI act: 1.1; TNAP inh hi DEA: -5; Diaphorase inh: 9; bIAP act: 0.9; Diaphorase act: 0.9; TNAP inh no acc: -10; bIAP inh: 9; TNAP act hi DEA: 1.1
O=C(/C(=C/c1ccccc1)c1ccccc1)N1CCCCC1 reads Lmaj promast: 0; PMI act hi M6P: 1; PMI act: 0.9; TNAP inh hi DEA: -3; Diaphorase inh: 4; bIAP act: 0.9; Diaphorase act: 1; TNAP inh no acc: -5; bIAP inh: 7; TNAP act hi DEA: 1

Returning to the listing, starting 2 compounds before the break.
SMILES	Lmaj promast	PMI act hi M6P	PMI act	TNAP inh hi DEA	Diaphorase inh	bIAP act	Diaphorase act	TNAP inh no acc	bIAP inh	TNAP act hi DEA
CCc1ccc2c(c1)[C@H]1OCC[C@H]1[C@@H](c1cccs1)N2	1	0.9	0.9	-4	7	0.9	0.9	-7	12	1
COC(=O)COc1ccc(S(=O)(=O)Nc2ccccc2SC)cc1	-1	1.1	1.1	-5	9	0.9	0.9	-10	9	1.1
CCOC(=O)C1CCN(C(=O)CN(c2ccc(Oc3ccccc3)cc2)S(C)(=O)=O)CC1	0	0.8	0.9	-5	16	1.1	0.8	-3	-12	1
O=C(Nc1ccc(N2CCCC2)cc1)C(c1ccccc1)c1ccccc1	3	1.6	1.4	-2	-18	0.9	1.2	-16	6	1
COc1cc(CNCc2ccco2)ccc1OCc1ccccc1	100*	1.1	1.1	-6	2	1	1	8	-1	1.1
CS(=O)(=O)N(CC(=O)NCc1ccccn1)Cc1ccc(Cl)cc1	-3	1.1	1.2	-4	-9	1	1.1	-6	2	1
Cc1ccc(N(C(=O)CNC(=O)c2ccco2)C(C(=O)NC2CCCC2)c2cccnc2)cc1C (configuration not stated)	-11	1.3	1.3	-4	3	1	1	-2	-4	1
O=C(c1cn2ccccc2n1)N1CCc2c([nH]c3ccccc23)C1c1ccccn1 (configuration not stated)	14	1	1	-10	6	1.1	0.9	-10	-10	1.1
Cc1ccc(-n2c(SCC(=O)Nc3cccc(S(=O)(=O)NC4=NCCCCC4)c3)nc3ccccc3c2=O)cc1	-2	1	0.9	1	15	1	0.8	-10	-2	1
CC(C)c1nc2oc3c(NCC4CCCO4)ncnc3c2c2c1COC(C)(C)C2 (configuration not stated)	9	1	0.9	-4	90*	1.1	0.1	-11	-8	1
CCS(=O)(=O)N1CCCC(C(=O)NCCc2ccc(C)cc2)C1 (configuration not stated)	-6	0.9	1	0	8	1.1	0.9	-5	-7	1
CCOC(=O)C1=C(O)CSC1=Nc1ccc(Cl)cc1	-10	1	1	-6	14	1	0.9	-14	4	1.1
Cc1ccc(S(=O)(=O)Nc2ccc(N(C)C)cc2)cc1	26	0.8	0.9	-2	6	1.1	0.9	-9	-15	1
O=S(=O)(c1cccc2nonc12)N1CCN(c2cccc(Cl)c2)CC1	-4	1.1	0.9	0	12	1	0.9	-5	-4	1
CCOc1cccc(C(=O)Nc2ccc(N3CCN(S(C)(=O)=O)CC3)cc2)c1	-10	1	1.1	-6	6	1	0.9	-26	4	1.1
O=Nc1c2cc(-c3ccccc3)[nH]nc-2c2ccccc12	65*	0.9	1	-3	-8	1.2	1.1	-4	-22	1
Cc1ccc(-n2c(=O)cc(N3CCN(C(=O)c4ccco4)CC3)[nH]c2=O)cc1	28	1	1	-4	8	0.9	0.9	-13	8	1
COc1ccc(C(=O)N(CCCO)C(C)C(=O)NC2CCCCC2)cc1OC (configuration not stated)	-6	1	1	-4	1	1	1	-10	-1	1
CCCCc1nnc(NC(=O)COC)s1	-1	1	1.1	-3	5	1	0.9	-11	-3	1
CCN1CCN(C(=S)NCCc2ccccc2)CC1	86*	1.1	1	-6	1	1	1	-1	-2	1.1
O=C(Nc1ccc(C(=O)N2CCCCC2)cc1)c1ccc(Br)cc1	-5	1	0.9	-4	11	0.9	0.9	-6	14	1
CCN(CC)c1ccc(/C=N/n2nnnc2N)c(O)c1	-2	0.9	0.8	1	21	1	0.8	-4	5	1
CCCOc1c(OC)cc(Cl)cc1C1NC(=O)NC(C)=C1C(=O)NCc1ccccc1 (configuration not stated)	1	1	1	1	10	0.9	0.9	-8	6	1
Cc1cnc(C(=O)OCC(=O)NC(C)C)cn1	-7	1	1.1	0	5	1.1	0.9	12	-6	1
CCCn1c2ccccc2c2nnc(SCC(=O)OC)nc21	-1	0.9	1	-1	14	1	0.9	-6	1	1
Cc1nc2c(ccc3nc(NC(=O)C(c4ccccc4)c4ccccc4)sc32)s1	11	0.9	0.9	1	17	1.2	0.8	-3	-24	1

Quoted at random: 6 compounds from above.
SMILES	Lmaj promast	PMI act hi M6P	PMI act	TNAP inh hi DEA	Diaphorase inh	bIAP act	Diaphorase act	TNAP inh no acc	bIAP inh	TNAP act hi DEA
O=Nc1c2cc(-c3ccccc3)[nH]nc-2c2ccccc12	65*	0.9	1	-3	-8	1.2	1.1	-4	-22	1
Cc1nc2c(ccc3nc(NC(=O)C(c4ccccc4)c4ccccc4)sc32)s1	11	0.9	0.9	1	17	1.2	0.8	-3	-24	1
CCN(CC)c1ccc(/C=N/n2nnnc2N)c(O)c1	-2	0.9	0.8	1	21	1	0.8	-4	5	1
CCCCc1nnc(NC(=O)COC)s1	-1	1	1.1	-3	5	1	0.9	-11	-3	1
Cc1cnc(C(=O)OCC(=O)NC(C)C)cn1	-7	1	1.1	0	5	1.1	0.9	12	-6	1
CCCOc1c(OC)cc(Cl)cc1C1NC(=O)NC(C)=C1C(=O)NCc1ccccc1 (configuration not stated)	1	1	1	1	10	0.9	0.9	-8	6	1

Next part.
SMILES	Lmaj promast	PMI act hi M6P	PMI act	TNAP inh hi DEA	Diaphorase inh	bIAP act	Diaphorase act	TNAP inh no acc	bIAP inh	TNAP act hi DEA
Nc1nccnc1C(=O)OCC(=O)Nc1cccc(S(=O)(=O)N2CCCCC2)c1	-3	1	1	0	13	0.8	0.9	-9	16	1
CCC(CC)c1nc2ccccc2c(=O)[nH]1	-6	1	0.9	2	6	1	0.9	-1	-4	1
O=C(CSc1ccccc1[N+](=O)[O-])NC1CCS(=O)(=O)C1 (configuration not stated)	-3	1.1	1.1	-2	-3	1.1	1	-14	-6	1
CC(C)(O)C#Cc1ccc(CN2CCN(Cc3ccsc3)C(CCO)C2)cc1 (configuration not stated)	-5	.	.	0	.	1	.	2	0	1
C(=C\CSc1ncn[nH]1)/CSc1ncn[nH]1	0	1	1	0	12	1.5	0.9	-109	-52	1
CCCn1c(=O)[nH]c(=O)c2c1nc(-c1ccc(OC(F)F)c(OC)c1)n2CCOC	9	0.8	0.8	0	26	1	0.7	4	0	1
CCOc1ccc(/C=C/C(=O)c2ccccc2)cc1OC	99*	1	1	-5	10	0.9	0.9	-8	6	1
O=C(NCCc1ccccc1)C1CCN(S(=O)(=O)c2ccc(-c3nn[nH]n3)cc2)CC1	0	1	0.9	-1	18	1	0.8	-5	-4	1
Cn1c(N)c(C(=O)COC(=O)C23CC4CC(CC(C4)C2)C3)c(=O)n(C)c1=O	-3	0.9	0.9	-2	14	1.1	0.9	0	-15	1
O=C(O)COc1ccc(/C=N/n2cnc3scc(-c4cccs4)c3c2=O)cc1	-8	1.1	1.1	7	-8	0.6	1.1	2	41	0.9
CCOc1ccc(Br)cc1S(=O)(=O)Nc1ccccc1N1CCOCC1	100*	1	1	-3	27	1.1	0.7	3	-5	1
Cc1ccc(C(C)C)c(OC(=O)/C=C/c2ccccc2)c1	-8	0.9	0.8	2	-1	0.8	1	-13	19	1
CCc1ccc2nc3sc(C(=O)N4CCc5ccccc54)c(N)c3cc2c1	-3	1.6	1.5	2	14	1.2	0.9	5	-17	1
O=C(CSCC(=O)NC1CC1)Nc1ccccc1	1	1	0.9	-5	10	1	0.9	-12	4	1.1

Source: PubChem BioAssay (several laboratories)
